ROS inducer – inducers of reactive oxygen species in cancer cells. U2OS ROS induction, H2DCF-DA fluorescence. ROS induction (% of piperlongumine), % at 10 µM. 46,000 compounds, 2% hits; in the data active = ROS induction above about 79%, passing the limit was not always enough;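 note: 0% = DMSO vehicle median and 100% = reference compound median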
Active calls of the source: *. This is a subset. The share of hits here may be higher or lower than overall.

SMILES	ROS inducer
C[C@H](CO)N1C[C@H](C)[C@H](CN(C)Cc2ccc(C(=O)Nc3ccccc3N)cc2)Oc2c(NS(=O)(=O)c3ccc(F)cc3)cccc2C1=O	38
Cc1ccc(S(=O)(=O)Nc2cccc3c2O[C@@H](CN(C)CC2CC2)[C@H](C)CN([C@H](C)CO)C3=O)cc1	0
O=C(O)c1ccc(CNC(=O)c2cccnc2C(=O)O)cc1	-2
COc1ccc(NC(=O)Cn2cnc3ccccc3c2=O)cc1OC	-7
Cc1cc(C)c(-n2c(SCc3nc4ccccc4s3)n[nH]c2=O)c(C)c1	-3
COc1ccccc1OCCCSc1nc(-c2ccccc2)cc(=O)[nH]1	126*
Cc1ccc(S(=O)(=O)Nc2ccc3c(c2)CC(=O)N([C@@H](C)CO)C[C@H](C)[C@@H](CN(C)CC2CCCCC2)O3)cc1	19
CC(C)NC(=O)N(C)C[C@H]1Oc2c(NS(C)(=O)=O)cccc2C(=O)N([C@@H](C)CO)C[C@@H]1C	-7
C[C@@H]1CN([C@@H](C)CO)C(=O)c2cccc(NC(=O)C3CCCCC3)c2O[C@H]1CN(C)CC1CCCCC1	17
Cc1noc(C)c1S(=O)(=O)Nc1ccc2c(c1)C(=O)N([C@H](C)CO)C[C@H](C)[C@H](CN(C)S(=O)(=O)c1cn(C)cn1)OCCCC[C@@H](C)O2	-8
CCc1ccc2ncc(S(=O)(=O)c3ccccc3)c(N3CCCCC3)c2c1	34
C[C@@H]1CN([C@H](C)CO)C(=O)c2cccc(NS(=O)(=O)c3cn(C)cn3)c2O[C@@H]1CN(C)Cc1ccc(C(=O)Nc2ccccc2N)cc1	-11
CCCCN(C)c1sc(S(C)(=O)=O)nc1S(=O)(=O)c1ccc(C)cc1	-9
CNC[C@@H]1Oc2ccc(NS(=O)(=O)c3cn(C)cn3)cc2C(=O)N([C@@H](C)CO)C[C@@H]1C	7
Cc1noc(C)c1NC(=O)N(C)C[C@H]1Oc2c(NC(=O)c3cnccn3)cccc2C(=O)N([C@H](C)CO)C[C@H]1C	30
Cc1c(CC(=O)O)c(=O)oc2c(C)c(OCC(=O)O)ccc12	-1
CC(C)NC(=O)Nc1ccc2c(c1)C(=O)N([C@@H](C)CO)C[C@H](C)[C@@H](CN(C)S(=O)(=O)c1ccccc1)O2	-10
COc1ncnc(NS(=O)(=O)c2ccc(N)cc2)c1OC	4
CCc1ccc(OCC(N)=O)cc1	19
CCOc1ccc(NC(=O)c2ccc(NS(=O)(=O)c3cccc4cccnc34)cc2)cc1	11
C[C@H](CO)N1C[C@H](C)[C@H](CN(C)Cc2ccc(Oc3ccccc3)cc2)Oc2ccc(NC(=O)CCN3CCOCC3)cc2C1=O	3
C=CCn1c(CSc2nnc(-c3ccccc3)n2C)n[nH]c1=S	3
COc1ccc(NC(=O)CSc2nnc3sc4ccccc4n23)cc1	-14
COc1cc(O)c2c(=O)c(OC)c(-c3ccc(OC)c(OC)c3)oc2c1	59
CCOc1cc(/C=C2\SC(=S)NC2=O)cc(Cl)c1OC(=O)c1ccc(OC)cc1	-15

Some of the entries above in another layout:
molecule | ROS inducer
C[C@@H]1CN([C@H](C)CO)C(=O)c2cccc(NS(=O)(=O)c3cn(C)cn3)c2O[C@@H]1CN(C)Cc1ccc(C(=O)Nc2ccccc2N)cc1 | -11
CCCCN(C)c1sc(S(C)(=O)=O)nc1S(=O)(=O)c1ccc(C)cc1 | -9
CNC[C@@H]1Oc2ccc(NS(=O)(=O)c3cn(C)cn3)cc2C(=O)N([C@@H](C)CO)C[C@@H]1C | 7
Cc1noc(C)c1NC(=O)N(C)C[C@H]1Oc2c(NC(=O)c3cnccn3)cccc2C(=O)N([C@H](C)CO)C[C@H]1C | 30
Cc1c(CC(=O)O)c(=O)oc2c(C)c(OCC(=O)O)ccc12 | -1
CC(C)NC(=O)Nc1ccc2c(c1)C(=O)N([C@@H](C)CO)C[C@H](C)[C@@H](CN(C)S(=O)(=O)c1ccccc1)O2 | -10

The main list resumes with the 2 entries that preceded the break.
SMILES	ROS inducer
COc1cc(O)c2c(=O)c(OC)c(-c3ccc(OC)c(OC)c3)oc2c1	59
CCOc1cc(/C=C2\SC(=S)NC2=O)cc(Cl)c1OC(=O)c1ccc(OC)cc1	-15
C[C@@H]1CN([C@H](C)CO)C(=O)c2cc(NC(=O)CCCN(C)C)ccc2O[C@H]1CN(C)C(=O)Nc1ccccc1	-9
CCCC(O)C#Cc1cnc2c(c1)C(=O)N([C@H](C)CO)C[C@H](C)[C@H](CN(C)C(=O)Nc1ccc(OC)cc1)O2 (stereo partly specified)	-21
O=C(COc1ccc(Cl)cc1Br)Nc1cccnc1	22
C[C@@H]1CN([C@@H](C)CO)C(=O)c2cc(NS(=O)(=O)c3ccc(F)cc3)ccc2O[C@@H]1CN(C)C(=O)Nc1ccc(C(F)(F)F)cc1	25
Cc1c(C(=O)Nc2ccccc2Cl)sc2nc3n(c(=O)c12)N=C(c1cc(O)ccc1O)CS3	60
C[C@@H]1CN([C@H](C)CO)C(=O)CCCn2nncc2CO[C@H]1CN(C)S(=O)(=O)c1cn(C)cn1	-4
COC(=O)c1ccccc1NC(=O)CN(c1ccc(F)c(Cl)c1)S(C)(=O)=O	-12
COC(=O)c1ccc(NC(=O)C2Cc3ccccc3CN2S(=O)(=O)c2ccc(F)cc2)cc1 (stereo unspecified)	7
Cc1ccc(S(=O)(=O)Nc2ccc3c(c2)CC(=O)N([C@@H](C)CO)C[C@@H](C)[C@@H](CN(C)Cc2ccc(C(=O)O)cc2)O3)cc1	1
CCc1cc(C(=O)OC)c(NC(=S)Nc2ccc(OC)cc2[N+](=O)[O-])s1	17
C[C@@H]1CN([C@@H](C)CO)C(=O)CCCn2nncc2CO[C@@H]1CN(C)C(=O)Nc1cccc(Oc2ccccn2)c1	-2
C[C@@H]1CN([C@H](C)CO)C(=O)Cc2cc(NC(=O)CCC(F)(F)F)ccc2O[C@@H]1CN(C)S(=O)(=O)c1ccc(F)cc1	4
CCCN(CCC)CN1C(=S)SC2=NC(=O)CCCN21	-2
CC(C)NC(=O)N(C)C[C@H]1OCCCC[C@@H](C)Oc2ccc(NC(=O)c3ccncc3)cc2C(=O)N([C@H](C)CO)C[C@@H]1C	-3
O=C(Cc1ccccc1)Nc1ccc(Cl)c(Cl)c1	72
O=C(NC1CCCCCC1)c1ccc2c(=O)n3c(nc2c1)CCCCC3	5
C[C@H]1CN([C@@H](C)CO)C(=O)c2cc(NC(=O)Nc3ccc4c(c3)OCO4)ccc2O[C@H]1CN(C)C(=O)NC1CCCCC1	-10
CC(C)NC(=O)Nc1cccc2c1O[C@H](CN(C)S(=O)(=O)c1ccc(F)cc1)[C@H](C)CN([C@H](C)CO)C2=O	-2
CC(C)(C)C(=O)NCC(c1cccnc1)N1CCN(c2ccccc2)CC1 (stereo unspecified)	-8
O=C(COc1ccccc1)Nc1ccc(C(=O)c2ccccc2)cc1	8
COc1ccc(S(=O)(=O)N(C)C[C@@H]2Oc3ncc(C#Cc4ccc(C(F)(F)F)cc4)cc3C(=O)N([C@H](C)CO)C[C@@H]2C)cc1	9
COc1cc(C)nc(OCCNS(=O)(=O)c2cc(C)ccc2C)n1	-5
C[C@H](CO)N1C[C@H](C)[C@H](CN(C)S(=O)(=O)c2cn(C)cn2)Oc2ncc(Br)cc2C1=O	-2
COc1ccc(NC(=O)Nc2cccc3c2O[C@@H](CN(C)Cc2ccc(-c4ccccc4)cc2)[C@@H](C)CN([C@H](C)CO)C3=O)cc1	26
COC(=O)C1=CO[C@@H](O[C@@H]2O[C@H](CO)[C@@H](O)[C@H](O)[C@H]2O)[C@@H]2[C@@H](C)[C@@H](OC(=O)C3=CO[C@@H](O[C@@H]4O[C@H](CO)[C@@H](O)[C@H](O)[C@H]4O)[C@@H]4[C@@H](C)[C@@H](OC(C)=O)C[C@H]34)C[C@H]12	-5

Looked up above.
Value for `Cc1ccc(S(=O)(=O)Nc2ccc3c(c2)CC(=O)N([C@@H](C)CO)C[C@@H](C)[C@@H](CN(C)Cc2ccc(C(=O)O)cc2)O3)cc1` under ROS inducer: 1
Value for `C[C@@H]1CN([C@@H](C)CO)C(=O)c2cc(NS(=O)(=O)c3ccc(F)cc3)ccc2O[C@@H]1CN(C)C(=O)Nc1ccc(C(F)(F)F)cc1` under ROS inducer: 25

(next part)
SMILES	ROS inducer
O=C(NCc1nc2ccccc2n1Cc1ccccc1)c1ccccc1	2
C[C@@H]1CN([C@H](C)CO)C(=O)c2cccc(NC(=O)C3CCOCC3)c2O[C@@H]1CN(C)Cc1ccc2c(c1)OCO2	-4
COc1cc2c(cc1NC(=O)C(C)Oc1ccc(Br)cc1)oc1ccccc12 (stereo unspecified)	3
Cc1ccc(S(=O)(=O)Nc2ccc3c(c2)C(=O)N([C@H](C)CO)C[C@H](C)[C@H](CN(C)Cc2ccc(C(=O)O)cc2)OCCCC[C@@H](C)O3)cc1	12
COc1ccccc1C1CCN(C(=O)C2CCCCC2)CC1	4
CCOC(=O)c1c(NC(=O)c2ccc(C)c(S(=O)(=O)N3CCOCC3)c2)sc(C)c1C	14
N=C(N)SCCN1C(=O)c2ccccc2C1=O	-8
OC[C@H]1O[C@@H](OCCc2ccc(O)cc2)[C@H](O)[C@@H](O)[C@@H]1O	-13
C[C@H]1CN([C@@H](C)CO)C(=O)c2cccc(NC(=O)Nc3ccc4c(c3)OCO4)c2O[C@@H]1CN(C)S(=O)(=O)c1cn(C)cn1	11
C[C@@H]1CN([C@@H](C)CO)C(=O)c2cc(NC(=O)C3CCCCC3)ccc2O[C@@H]1CN(C)C(=O)NC1CCCCC1	-1
O=C(Nc1ccccc1C(=O)O)c1cccc(S(=O)(=O)Nc2ccccc2F)c1	13
Cc1c(C(=O)O)oc2ccccc12	-7
Cc1ccc(S(=O)(=O)/C(C#N)=C/c2sccc2C)cc1	0
C[C@@H]1CN([C@@H](C)CO)C(=O)Cc2cc(NC(=O)Nc3cccc4ccccc34)ccc2O[C@@H]1CN(C)Cc1ccc(-c2ccccc2)cc1	7
C[C@H](CO)N1C[C@H](C)[C@@H](CN(C)Cc2ccc(-c3ccccc3)cc2)Oc2ccc(N(C)C)cc2C1=O	94*
C[C@@H]1CCCCO[C@@H](CN(C)C(=O)CCC(F)(F)F)[C@@H](C)CN([C@H](C)CO)C(=O)c2cc(NC(=O)Nc3ccc4c(c3)OCO4)ccc2O1	18
N#CCSc1nc2ccc(N3CCOCC3)cc2c(=O)n1CCc1ccccc1	23
C[C@@H]1CN([C@@H](C)CO)C(=O)Cc2cc(NC(=O)CCC(F)(F)F)ccc2O[C@@H]1CN(C)Cc1ccc(C(=O)Nc2ccccc2N)cc1	12
Cc1ccc(NC(=O)c2oc3ccc(S(=O)(=O)N(C)C4CCCCC4)cc3c2C)cc1C	2
C[C@@H]1CCCCO[C@H](CN(C)C(=O)C2CCCCC2)[C@@H](C)CN([C@H](C)CO)C(=O)c2cc(NC(=O)Nc3cccc4ccccc34)ccc2O1	62
CC(Sc1nc2ccccc2c(=O)[nH]1)C(=O)Nc1cccc(Cl)c1 (stereo unspecified)	14
COC(=O)c1ccccc1NC(=O)CNC(=O)c1ccc(OC)c(OC)c1	1
CSC(=NCc1ccccc1)Nc1cc(-c2ccccc2)[nH]n1	-11
CCn1c(C(=O)O)c(CC(=O)Nc2ccccc2F)c2ccccc21	19
CCn1c(SCC(=O)Nc2ccc(Br)c(Cl)c2)nnc1-c1ccccc1O	-2

Reformatted: 2 of the compounds above.
SMILES | ROS inducer
CCCC(O)C#Cc1cnc2c(c1)C(=O)N([C@H](C)CO)C[C@H](C)[C@H](CN(C)C(=O)Nc1ccc(OC)cc1)O2 (stereo partly specified) | -21
O=C(COc1ccc(Cl)cc1Br)Nc1cccnc1 | 22

(next part)
SMILES	ROS inducer
Cc1cc(C(=O)NCc2cccn2C)nn1C	-10
Cc1ccc(S(=O)(=O)Nc2ccc3c(c2)C(=O)N([C@H](C)CO)C[C@H](C)[C@@H](CN(C)S(=O)(=O)c2ccc(Cl)cc2)O3)cc1	11
C[C@H]1CN([C@@H](C)CO)C(=O)Cc2cc(NC(=O)CCCCCC(=O)Nc3ccccc3N)ccc2O[C@@H]1CN(C)Cc1ccncc1	12
Cc1ccc(S(=O)(=O)N(C)C[C@H]2Oc3ccc(NS(=O)(=O)c4c(C)noc4C)cc3C(=O)N([C@@H](C)CO)C[C@H]2C)cc1	5
C[C@@H]1CN([C@@H](C)CO)C(=O)c2cc(NC(=O)NC3CCCCC3)ccc2O[C@H]1CN(C)C(=O)Nc1ccc2c(c1)OCO2	7
COC(=O)/C=c1\sc2n(c1=O)CCN=2	15
Cc1ccccc1/C=N/NC(=O)c1ccccn1	10
COc1ccc(NC(=O)N(C)C[C@H]2Oc3c(NC(=O)c4cc(C)nn4C)cccc3C(=O)N([C@H](C)CO)C[C@H]2C)cc1	-4
O=C(CSc1nccc(=O)[nH]1)N1CCc2ccccc21	30
Cc1ccc(S(=O)(=O)Nc2cccc3c2O[C@H](CN(C)C(=O)NC(C)C)[C@H](C)CN([C@H](C)CO)C3=O)cc1	-9
COc1ccc(C)cc1S(=O)(=O)N(C)CC(=O)N1CCN(c2ccccc2F)CC1	0
C[C@H]1CN([C@@H](C)CO)C(=O)Cc2cc(NS(=O)(=O)c3ccc(F)cc3)ccc2O[C@@H]1CN(C)Cc1ccc(Cl)c(Cl)c1	17
Cc1noc(C)c1NC(=O)Nc1cccc2c1O[C@@H](CN(C)C(=O)Nc1cccc3ccccc13)[C@H](C)CN([C@@H](C)CO)C2=O	-13
CC(=O)OC(C[C@@]1(C)[C@H](C)[C@H](OC(C)=O)C[C@@]23COC(=O)C2=CCC[C@@H]31)c1ccoc1 (stereo partly specified)	60
Cc1cccc(-c2nnc(SCC(=O)c3ccccc3)n2-c2ccccc2)c1	3
C[C@H]1CN([C@@H](C)CO)C(=O)Cc2cc(NC(=O)Nc3cccc4ccccc34)ccc2O[C@@H]1CN(C)C(=O)NC1CCCCC1	-2
CC1(C)Oc2ccc3ccc(=O)oc3c2[C@@H](O)[C@H]1O[C@@H]1O[C@H](CO)[C@@H](O)[C@H](O)[C@H]1O	-14
C[C@@H]1CN([C@H](C)CO)C(=O)CCCn2nncc2CO[C@@H]1CN(C)Cc1ccccc1	9
C[C@H](CO)N1C[C@H](C)[C@H](CN(C)C(=O)Nc2ccc3c(c2)OCO3)Oc2ccc(N(C)C)cc2CC1=O	8
Cc1c2cnn(-c3ccccc3)c(=O)c2c(C)n1CCCC(=O)NC1CCCCCC1	21
CN1CCc2c(n(CC(O)CNCc3ccccc3)c3ccccc23)C1=O (stereo unspecified)	1
